TTR transcr act – increases transthyretin transcription; SH-SY5Y TTR promoter Gaussia luciferase, luminescence; 100% = recombinant luciferase protein wells; activation, % at 16.7 µM; AID 1117267; 1.3% of 92,000 active;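 active means activation above the mean of all tested compounds plus 3 SD, cut at about 9.5% in these data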;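 further: cells exposed to compounds for one day before reading; 0% = median of all test compound wells on the plate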
Starred values were filed as active, the others as inactive. Only part of the results is shown; count on the stated rates, not on these rows.

Start of the data: the first 7 compounds as a preview:
SMILES	TTR transcr act
Cc1cccc(NC(=O)COC(=O)c2nn(-c3ccccc3C(F)(F)F)cc2O)c1C	2.9
Cc1cc(C)n(CCNC(=O)CC2C(=O)NCCN2Cc2ccc(C)o2)n1 (stereo not drawn)	2.8
CCCN(CC1CC1)c1cc2c(c3c1ccn3C)C1CCC2O1 (stereo not drawn)	-1.0
COC(=O)c1sc(SC)c(S(=O)(=O)C(C)C)c1N/N=C(\C#N)S(=O)(=O)c1ccccn1	-1.7
COc1ccccc1N(C)S(=O)(=O)c1ccc(C(=O)NC2CCCCCC2)cc1	0.5
CC(=O)Nc1nc(-c2ccc(Cl)cc2)nc(C)c1C(C)=O	36*
CN1CCN(C(=O)/C(=C\c2cccs2)NC(=O)c2ccco2)CC1	9.7*

This part in full (from the top)
SMILES	TTR transcr act
Cc1cccc(NC(=O)COC(=O)c2nn(-c3ccccc3C(F)(F)F)cc2O)c1C	2.9
Cc1cc(C)n(CCNC(=O)CC2C(=O)NCCN2Cc2ccc(C)o2)n1 (stereo not drawn)	2.8
CCCN(CC1CC1)c1cc2c(c3c1ccn3C)C1CCC2O1 (stereo not drawn)	-1.0
COC(=O)c1sc(SC)c(S(=O)(=O)C(C)C)c1N/N=C(\C#N)S(=O)(=O)c1ccccn1	-1.7
COc1ccccc1N(C)S(=O)(=O)c1ccc(C(=O)NC2CCCCCC2)cc1	0.5
CC(=O)Nc1nc(-c2ccc(Cl)cc2)nc(C)c1C(C)=O	36*
CN1CCN(C(=O)/C(=C\c2cccs2)NC(=O)c2ccco2)CC1	9.7*
O=S(=O)(c1cccc2nsnc12)N1CCCC1	1.9
COc1cc2c(cc1OC)CN(C(=O)c1cccc([N+](=O)[O-])c1)CC2	-1.4
COc1ccccc1-c1cn(-c2ccccc2)c(=S)[nH]1	0.0
COc1ccc(Br)cc1S(=O)(=O)Nc1ccc(Cl)cn1	-0.9
CC(C[N+](C)(C)C)OC(=O)C1(c2ccccc2)CCCC1 (stereo not drawn)	-2.8
O=C(COC(=O)COc1ccc(Nc2ccccc2)cc1)NCc1ccco1	5.2
Cc1nn(-c2ccccc2)c(C)c1/C=N/n1c(-c2ccccc2Br)n[nH]c1=S	-1.4
C=CCNC(=O)C1CCN(S(=O)(=O)c2ccccc2)CC1	-1.2
c1ccc(CN(CCN2CCOCC2)Cc2ccccc2)cc1	-1.4
Cc1cc(C)cc(NC(=O)C(NCC2CCCO2)c2ccccc2)c1 (stereo not drawn)	1.3
O=Nc1ccc(Br)cn1	-0.5
COc1ccc(-c2cc3nc(NCc4ccc(N(C)C)cc4)n(C)c(=O)c3s2)cc1OC	-5.8
C/C(=N\NC(=O)c1c[nH]c2ccccc12)c1ccco1	2.1
COC(=O)C1CSC(C(=O)OC)N1C(=O)CN1CC(C)OC(C)C1 (stereo not drawn)	3.5
Cc1cccc(C(=O)OC(C)C(=O)Nc2ccc(S(=O)(=O)Nc3ncccn3)cc2)c1C (stereo not drawn)	-0.5
Cc1nc(-c2ccc(Cl)cc2)sc1C1(C)CC(c2cccc(F)c2)=NO1 (stereo not drawn)	6.8
O=C(O)Cc1ccc(C(=O)c2ccc(Cl)cc2Cl)s1	-1.5
O=C(Nc1ccc(Cl)cc1Cl)O[C@@H]1CC[C@@]23CCCN2C(=O)CCC[C@H]3C1	-1.9
COc1ccc(C2=Nn3c(nnc3-c3ccncc3)SC2)cc1	5.7
CCOC(=O)c1c(C)n(C)c2ccc(OC)c(NC(=O)CN3CCN(Cc4ccccc4)CC3)c12	0.8
Brc1ccc(N=NNc2ccccc2)cc1	2.4
CCc1nc(SCC(=O)N2CCc3ccccc32)c2oc3ccccc3c2n1	-1.5
CCC(Br)C(=O)Nc1ccc(OC)cc1 (stereo not drawn)	0.8
Cc1nn(Cc2ccc(C(=O)Nc3ccccc3F)cc2)c(C)c1Cl	-0.1
Cc1ccc2cc(NC(=O)C3(C)CCN(C)C3)ccc2n1 (stereo not drawn)	0.0
C=CCn1nc(-c2ccccc2)c(N2CCCCC2)cc1=O	-4.5
O=C(Nc1ccccc1C(=O)Nc1ccc2c(c1)OCO2)c1cccs1	-0.6
CC1=C(C(=O)N2CCCCC2)C(c2cccs2)C2=C(CCCC2=O)N1 (stereo not drawn)	4.2
O=C(NC1CCCCC1)O[C@H]1CC[C@@]23CCCN2C(=O)CCC[C@H]3C1	0.1
C=C1C(C(C)C)N(C)C2=NC(c3ccccc3)CC(=O)N12 (stereo not drawn)	12*
CN(CC(=O)Nc1nc2ccccc2s1)S(=O)(=O)c1ccc(Br)cc1	-3.2
O=C(c1cc2cccc([N+](=O)[O-])c2oc1=O)N1CCOCC1	-0.3
CC(OC(=O)c1ccc(-n2cnnn2)cc1)C(=O)Nc1ccc(F)c(F)c1F (stereo not drawn)	-2.8
CC(C)=CCC/C(C)=C/CNC(=O)C[C@H]1C[C@H](C(=O)N2CCCCC2)[C@@]2(C)c3[nH]c4cc(-c5ccco5)ccc4c3CCN2C1=O	-1.7
Cc1ccc(-c2nn3c(C)nnc3s2)cc1NC(=O)CSc1ccc(Cl)cc1	8.9
CN1CCC(=O)N([C@H](CC#N)c2ccccc2)CC1	-0.9
COc1cc(NC(=S)Nc2cccc(C)n2)cc(OC)c1OC	-0.9
CCOc1cc(OCC)cc(C(=O)N2CCC[C@H]2C(=O)N2CCC[C@H]2C(=O)NCc2ccccn2)c1	0.3
CC(C)OC(=O)c1ccc(COC(=O)c2cccc(-c3nnc(-c4ccccc4)o3)c2)cc1	2.4
CCCCNC(=O)C1CCCN(S(=O)(=O)c2ccc(S(=O)(=O)NCC(C)C)cc2)C1 (stereo not drawn)	0.8
CCOC(=O)Cc1csc(NC(=O)CSc2nc(C)cc(=O)[nH]2)n1	-0.1
O=C(c1cc(COc2ccc(F)cc2Cl)on1)N1CC2C[C@@H]3CC1C[C@H](C2)C3	-2.1
O=C(N/C(=C/c1cccs1)C(=O)N1CCOCC1)c1cccs1	-1.6

Carrying on.
Structure | TTR transcr act
O=C(Cc1cccc(NC(=O)C2CCCN(C(=O)C3CCCCC3)C2)c1)Nc1cccc(C(=O)N2CCOCC2)c1 (stereo not drawn) | 3.2
COC(=O)[C@]12C[C@H](CC(=O)NCc3cccs3)C(=O)N(Cc3cccc4ccccc34)C1=C[C@H](C(C)(C)C)O[C@@H]2C | -0.4
CCCN1CCc2c(sc(NC(=O)c3ccc(S(=O)(=O)N4CCN(C(=O)OCC)CC4)cc3)c2C(N)=O)C1 | -0.4
Cc1ccc(S(=O)(=O)N2CC3(C)CN(S(=O)(=O)c4ccc(C)cc4)CC(C)(C2)C3O)cc1 (stereo not drawn) | 1.0
COC(=O)c1ccc(/C=N/Nc2nc(-c3ccccc3)cs2)cc1 | 2.6
O=C(NCCN1CCCCC1)Nc1ccccc1 | 2.2
COc1ccc(C(=O)C[n+]2ccc3c(c2)nc(-c2cc(OC)c(OC)cc2OC)n3C)cc1 | 3.6
CCN(CC)S(=O)(=O)c1cccc(NC(=O)c2cc(=O)[nH]c3ccccc23)c1 | -2.2
N/C(=N\OC(=O)c1ccccc1)c1cccnc1 | 10*
CC1=C(C(=O)c2ccccc2)C(c2cn(-c3ccccc3)nc2-c2ccc(Cl)cc2)NC(=S)N1 (stereo not drawn) | 0.4
COC(=O)[C@]12C[C@H](CC(=O)NCc3ccccc3)C(=O)N(Cc3cccc4ccccc34)C1=C[C@H](COCc1ccccc1)O[C@@H]2C | -0.2
COc1ccc(C2c3ccc4ccccc4c3Oc3ncn(CCCO)c(=N)c32)cc1OC (stereo not drawn) | 2.4
COC(=O)C1CCN(C(=O)/C=C/c2ccc(OC)cc2)CC1 | -1.9
COc1cccc(NC(=O)CNS(=O)(=O)c2ccc3nc(C)sc3c2)c1 | -0.3
CN(Cc1cnccn1)C(=O)c1cc(COc2cccc(C(F)(F)F)c2)on1 | -0.4
O=C(/C=C/c1ccc(O)cc1)c1ccc(NC2=C(N3CCCCC3)C(=O)c3ccccc3C2=O)cc1 | -3.0
Cc1ccc(C)c(NS(=O)(=O)c2c(C)nc3sccn3c2=O)c1 | -0.1
Cc1sc2ncnc(OCC(=O)NCc3cccs3)c2c1C | -2.2
O=C(O)CCC(=O)Nc1nnc(C(F)(F)F)s1 | -1.0
COc1cccc(CNC(=O)[C@@H]2CCCN2C(=O)[C@@H]2CCCN2C(=O)c2ccccc2)c1 | 1.6
Cc1ccccc1NC(=O)CSc1[nH]c(=O)cc(C)c1C#N | 4.8
O=C(NCc1ccccc1Cl)c1cccc(C(F)(F)F)c1 | 2.3
CN(C)S(=O)(=O)c1ccc(/C(O)=C2/C(=O)C(=O)N(CCCN3CCOCC3)C2c2ccncc2)cc1 (stereo not drawn) | 0.9
CCOc1cc(-n2nc(C)c(C#N)c2N)nc(SC)n1 | -1.2
O=C(Nc1ccc(F)cc1)c1ccc(S(=O)(=O)NCc2cccnc2)cc1 | -1.7
NN(Cc1ccccc1)C(=S)Nc1ccc(Cl)c(Cl)c1 | 1.6
CCOC(=O)c1nc(Nc2cccc(C)c2)c2ccccc2n1 | 0.0
COc1ccc(OCCCCn2c(CO)nc3ccccc32)cc1 | 7.4
COc1ccnc(-n2cccc2C#N)c1C#N | -0.9
Cc1ccc(NC(=O)c2oc3ccccc3c2C)nc1 | -1.0

Ordered by formula weight (descending): part of the list above
Structure | TTR transcr act
O=C(/C=C/c1ccc(O)cc1)c1ccc(NC2=C(N3CCCCC3)C(=O)c3ccccc3C2=O)cc1 | -3.0
COc1ccc(C(=O)C[n+]2ccc3c(c2)nc(-c2cc(OC)c(OC)cc2OC)n3C)cc1 | 3.6
CCOC(=O)c1nc(Nc2cccc(C)c2)c2ccccc2n1 | 0.0

(more compounds)
Structure | TTR transcr act
O=C(Nc1ccccn1)c1ccc(S(=O)(=O)N2CCCCC2)cc1 | -2.0
Fc1ccc2nc(-c3ccccc3)nc(SCc3nnc(-c4ccccc4)o3)c2c1 | -2.6
Cc1ccc(OC(C)C(=O)N2CC(=O)Nc3ccccc32)c(C)c1 (stereo not drawn) | 1.4
Cc1onc(-c2ccccc2)c1CNC(=O)Nc1ccc(F)cc1F | 0.2
C=CCn1c(=O)c(C(=O)Nc2ncccc2O)c(O)c2ccccc21 | 1.4
Cn1c2cc(S(C)=O)sc2c2cnn(Cc3cccc(N)c3)c(=O)c21 (stereo not drawn) | 2.0
Cc1ccc(OCC(=O)NCc2cccs2)c([N+](=O)[O-])n1 | 1.9
CN(C)S(=O)(=O)c1ccc(C(=O)NC(=O)CSc2nncs2)cc1 | 1.9
CCC(C(=O)OC)n1cnc2c(nnn2-c2ccc(OC)cc2)c1=O (stereo not drawn) | -0.8
Cc1ccc(C)c(N2CCN(C(=O)c3ccc(Cn4c(=S)[nH]c5ccc(N6CCOCC6)cc5c4=O)cc3)CC2)c1 | -2.5
COC(=O)c1ccc(Oc2coc3cc(OCc4ccc([N+](=O)[O-])cc4)ccc3c2=O)cc1 | -0.9
CC(=O)N1CCN(CCS(=O)(=O)c2cc(Cl)ccc2Cl)CC1 | 2.0
Fc1ccccc1COc1ccc(Br)cc1CNCc1cccnc1 | -0.5
CC(C)Cn1c([N+](=O)[O-])nc2c1c(=O)[nH]c(=O)n2C | -5.8
CC(C)(C)NC(=O)C(c1ccc(-c2ccccc2)cc1)n1c(=O)c(-c2cc3ccccc3[nH]2)nc2ccccc21 (stereo not drawn) | -1.3
O=C(NCc1cccs1)c1ccc2c(c1)OCCO2 | 3.1
CCCCc1c(O)nc(SCC(=O)N2CCOCC2)n(-c2ccccc2OC)c1=O | 0.7
C=CCn1c(SCC(=O)c2c(N)n(C)c(=O)n(C)c2=O)nnc1-c1ccoc1C | 1.0
c1cncc(-c2nc3cc4ccccc4cc3[nH]2)c1 | 6.7
O=C(NNC(=S)NCc1ccccc1)c1ccc2c(c1)OCO2 | 1.3
O=C(c1ccco1)N1CCN(S(=O)(=O)c2ccc(F)cc2)CC1 | 0.3
Cc1cc(C(F)F)nn1CC(=O)NCc1ccc(Cl)cc1Cl | 4.8
Cc1ccc2cc(NC(=O)C3(C)CCN3C(C)C)ccc2n1 (stereo not drawn) | -0.8
COc1ccc(Cl)cc1S(=O)(=O)Nc1ncn[nH]1 | 0.0
COc1ccc(OC)c(Cc2nnc(CCC(=O)N3CCCCCC3)o2)c1 | -1.3
CC1CCN(Cc2ccc(-c3nnn(CC(=O)Nc4ccccc4Cl)n3)cc2)CC1 | 2.5
O=Cc1ccc(N2CCCC2)c(F)c1 | 0.3
CCOc1cc(CNCc2ccccn2)cc(Cl)c1OC | -2.4
CCOc1ccc(CCNC(=O)COC(=O)c2ccc(OC)c(OC)c2OC)cc1OCC | -0.6
CCOc1ccc(OCCN(C)Cc2ccccc2)cc1 | 0.3
CCSc1nnc(-c2ccc(S(=O)(=O)N3CCOCC3)cc2)n1CC1CCCO1 (stereo not drawn) | -1.0
CCCn1c(SCC(=O)N(C)CC(=O)Nc2ccc(C)cc2)n[nH]c1=O | 1.3
CC(C)(C)c1ccc(C2(C)NC(=O)NC2=O)cc1 (stereo not drawn) | 2.3
CC1CCN(C2=C(NS(=O)(=O)c3ccccc3)C(=O)c3ccccc3C2=O)CC1 | -0.6
C[C@@H]1CCCCO[C@@H](CN(C)C(=O)c2ccncc2)[C@@H](C)CN([C@H](C)CO)C(=O)c2cc(NC(=O)Cc3ccccc3)ccc2O1 | -0.9
c1ccc(CNCc2ccc3c(c2)OCO3)nc1 | -1.3
O=S(=O)(c1cc(Cl)ccc1Cl)N1CCC2(CC1)OCCO2 | 12*
CCCNC(=O)N(C)C[C@@H]1Oc2cc(Br)ccc2S(=O)(=O)N([C@@H](C)CO)C[C@H]1C | 3.1
O=C(COC(=O)/C=C/c1cccc(Br)c1)NC1CC1 | -0.1
O=C(NC(NC(=O)c1ccccc1)c1cccc([N+](=O)[O-])c1)c1ccccc1 | -1.4
COc1ccc(N2CC(C(=O)Nc3ccccc3C(=O)NC3CC3)CC2=O)cc1 (stereo not drawn) | -0.5

High-throughput results deposited in PubChem by The Scripps Research Institute Molecular Screening Center.
